# cardiac RTF act: cardiac RTF calcium sensitivity activators, primary screen, biochemical, IANBD-TnC fluorescence, EC20 calcium; Troponin I, cardiac muscle (Homo sapiens) + Troponin T, cardiac muscle (Homo sapiens) + …; IANBD-labeled TnC RTF fluorescence at EC20 calcium; 0% EC20 calcium, 100% full calcium; activation, % at 7.2 µM; hit rate 0.24% among 340,000;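 active = activation above the mean over all tested compounds plus 3 SD, cut at about 30% in these data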;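 also: rise in fluorescence read as greater calcium sensitivity of cardiac thin filaments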
# Tat export inh: E. coli Tat export inhibitors, primary screen, MC4100, TorA-mCherry reporter, fluorescence, single point; inhibition, % at 10 µM; hit rate 0.036% among 340,000; AID 488895, 2010;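 active = mean replicate inhibition at least 50% and at least half of replicates individually reaching 50%; inconclusive = only one of the two criteria met; inactive = neither criterion met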;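 also: exported cargo escapes ClpAP degradation while cytoplasmic cargo is degraded and loses fluorescence; 0% = median of neutral control wells and 100% = median of NaSCN control wells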
# Rtt109 HAT inh: inhibitors of C. albicans Rtt109/Vps75 HAT, primary screen, biochemical, ThioGlo CoA-SH fluorescence, plate reader; hit rate 0.16% among 330,000; inhibition, % at 34.9 µM; purified Rtt109/Vps75, 4 h; Histone acetyltransferase RTT109 (Candida albicans (strain SC5314 / ATCC MYA-2876)), …;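 active = inhibition of at least 50% in every replicate; inconclusive = best replicate reaches 50% inhibition but some replicates fall short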
# CAL PDZ FP-1: CAL PDZ peptide-binding inhibitors, primary screen, biochemical, fluorescence polarization, Cer-tagged CAL PDZ, HTS; hit rate 0.02% among 330,000; purified CAL PDZ, TMR-peptide fluorescence polarization, 1 h; Golgi-associated PDZ and coiled-coil motif-containing protein (Homo sapiens), Q9HD26; AID 504414, 2011; inhibition, % at 20 µM;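 active = highest replicate inhibition of at least 40%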;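 also: plate controls were DMSO neutral control wells for no effect and unlabeled competitor peptide control wells for full effect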
#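 Material: tagged CAL PDZ protein CerCALP, purified; buffer or medium: sodium phosphate/NaCl buffer pH 7.4 with TCEP, IgG, Thesit; also added: fluorescent TMR peptide probe; schedule: 1 h incubation at room temperature before polarization reading; technique: fluorescence polarization from S- and P-plane intensities, G-factor corrected; control set: unlabelled peptide and DMSO controls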
# CAL PDZ FP-2: untagged CAL PDZ binding inhibitors, primary screen, biochemical, fluorescence polarization, HTS; purified CAL PDZ, TMR-peptide fluorescence polarization, 1 h; inhibition, % at 24.9 µM; hit rate 0.92% among 300,000; AID 602252, 2012;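 active = mean inhibition of at least 30% with at least half of replicates also reaching 30%; inconclusive = no clear call, values can overlap the other calls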;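 also: 0% = DMSO neutral control and 100% = excess unlabeled competitor peptide PRC23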
# MITF act: activators of MITF-driven TRPM1 promoter reporter, primary screen, cell-based, SK-MEL-5, luciferase, single point | SK-MEL-5 TRPM1-promoter luciferase, 24 h; % of positive control, neutral wells = 0 | activation, % at 12.5 µM | hit rate 0.75% among 300,000;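 active = mean activation of at least 80% with every replicate also reaching 80%; inconclusive = mean reaches 80% but some replicate falls short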;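 also: 0% = neutral control wells and 100% = parthenolide positive control wells; values of inactives mirror those of a sister screen read the other way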
# dFosB act: activators of delta FosB homodimer, primary screen, biochemical, fluorescence polarization, TAMRA-CDK5 oligo, single point; Protein FosB (Mus musculus), P13346; purified delta FosB; percent of positive-control signal above neutral wells; activation, % at 25 µM; hit rate 0.99% among 340,000;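 active = mean activation above about 17%, with every replicate also reaching it, limit read from the data, passing the limit was not always enough; inconclusive = only one of the two conditions met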;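 also: fluorescence polarization rise as delta FosB binds a TAMRA Cdk5 AP-1 oligo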
# Target sequence (P13346 whole entry, looked up): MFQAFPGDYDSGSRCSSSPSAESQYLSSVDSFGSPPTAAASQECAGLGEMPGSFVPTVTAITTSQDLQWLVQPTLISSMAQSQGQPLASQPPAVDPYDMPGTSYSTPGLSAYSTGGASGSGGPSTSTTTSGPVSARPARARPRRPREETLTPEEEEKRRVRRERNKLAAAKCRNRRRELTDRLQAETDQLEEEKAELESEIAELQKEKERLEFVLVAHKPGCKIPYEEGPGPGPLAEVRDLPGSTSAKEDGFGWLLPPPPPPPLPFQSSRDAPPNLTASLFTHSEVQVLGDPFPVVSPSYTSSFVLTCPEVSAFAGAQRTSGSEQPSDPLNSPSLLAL
# V-ATPase pH: regulators of yeast V-ATPase proton pumping, primary screen, pHLuorin cytosolic pH fluorescence. response, % at 10 µM. S. cerevisiae. hit rate 0.37% among 350,000. AID 504577, 2011; in the data active = response mostly above about 7.3%, no sharp cut-off; inactive = mostly below about 5.4%; also: actives read high; inactives centre near 0; some compounds called inactive have numbers as strong as hits
# Wnt act: Wnt/beta-catenin pathway activators, primary screen, cell-based, plate reader, single point. Wnt/beta-catenin reporter cell assay, activator. activation, % at 9.35 µM. hit rate 1.2% among 300,000. AID 743398, 2014; in the data active = activation above about 30%, passing the limit was not always enough; inconclusive = no clear call, values can overlap the other calls;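 also: 0% = neutral control wells and 100% = positive control wells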
# CDK5 inh: inhibitors of human CDK5/p35 kinase, primary screen, biochemical, single concentration; Cyclin-dependent kinase 5 (Homo sapiens) + Cyclin-dependent kinase 5 activator 1 (Homo …; Recombinant CDK5/p35, ADP-Glo luminescence, 60 min; hit rate 0.01% among 330,000; inhibition, % at 10 µM;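 active = highest replicate inhibition of at least 50% and at least 75% of replicates reaching 50%; inconclusive = only one of the two criteria met; inactive = both criteria failed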;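 also: plate controls were DMSO neutral control for no effect and GW8510 at 10 µM for full effect; many of its hits are not listed in these tables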
# Target sequence (Q00535 whole entry, looked up): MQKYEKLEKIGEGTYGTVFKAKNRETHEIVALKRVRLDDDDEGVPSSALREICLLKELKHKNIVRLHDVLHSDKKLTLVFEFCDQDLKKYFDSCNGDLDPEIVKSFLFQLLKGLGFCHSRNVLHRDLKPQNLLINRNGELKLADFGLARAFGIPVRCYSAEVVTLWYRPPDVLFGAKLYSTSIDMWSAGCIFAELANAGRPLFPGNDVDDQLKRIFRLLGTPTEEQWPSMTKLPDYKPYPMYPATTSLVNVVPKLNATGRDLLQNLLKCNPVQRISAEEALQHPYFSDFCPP
# Target sequence (Q15078 whole entry, looked up): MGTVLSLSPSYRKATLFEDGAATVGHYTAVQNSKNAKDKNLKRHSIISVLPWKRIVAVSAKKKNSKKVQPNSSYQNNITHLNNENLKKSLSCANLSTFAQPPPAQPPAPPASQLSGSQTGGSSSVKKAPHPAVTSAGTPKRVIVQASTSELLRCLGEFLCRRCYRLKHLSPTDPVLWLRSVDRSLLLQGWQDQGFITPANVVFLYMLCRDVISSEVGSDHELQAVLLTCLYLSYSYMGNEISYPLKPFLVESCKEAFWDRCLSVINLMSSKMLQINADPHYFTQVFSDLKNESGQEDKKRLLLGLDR
# The depositor's hits bear a star; ? = inconclusive; / = not tested or not shown.
structure	CAL PDZ FP-1	Rtt109 HAT inh	CDK5 inh	cardiac RTF act	V-ATPase pH	CAL PDZ FP-2	Wnt act	Tat export inh	dFosB act	MITF act
Cn1c(=O)[nH]c(=O)c2c1nc(N1CCOCC1)n2CCSc1nc2ccccc2[nH]1	0.1	/	-2.7	1	2	3	/	7	4	/
Cc1ccc(NC(=O)CSCc2ccco2)cc1	-1.8	2	0.5	-2	-1	-1	26	-1	1	76
Cc1occc1C(=O)Nc1ccc(S(=O)(=O)N2CCN(C)CC2)cc1	0.2	3	1.7	3	2	/	/	-8	-6	-1
CCC(C)NC(=O)C1CCN(S(=O)(=O)c2ccc3c(c2)CC(C)N3C(C)=O)CC1 (configuration not stated)	-1.1	-6	-0.2	1	-1	/	-2	21	-7	-10
C=CCn1c2ccccc2c2nnc(SCC(=O)NC(C(=O)OC)C(C)C)nc21 (configuration not stated)	-1.9	/	0.0	-2	3	3	/	-1	-7	/
Cn1c(=O)c2c(nc(N3CCOCC3)n2CCCNC2=NCCC2)n(C)c1=O	-0.3	1	1.4	0	-4	-1	0	-3	6	-7
Cc1ccc(Nc2cnn(C34CC5CC(CC(CC(=O)O)(C5)C3)C4)c(=O)c2Cl)cc1	-3.6	20	-1.6	-6	-3	-2	-3	-1	0	1
CC[n+]1c(/C=C/Nc2ccccc2)oc2ccccc21	-0.7	4	-0.5	7	-1	-5	5	-1	-8	5
O=C(Nc1cccc(C(F)(F)F)c1)c1cc2ncc(Br)cn2n1	-3.1	5	1.7	3	0	/	-3	-1	8	0
Cc1ccc(OCC(=O)N(C)CC(=O)Nc2ccc(F)cc2)c([N+](=O)[O-])n1	-2.6	/	-3.6	0	-5	0	-3	3	-3	2
COCCN(C(=O)CSc1nn(-c2ccc(F)cc2)c(=S)s1)c1c(N)n(CC(C)C)c(=O)[nH]c1=O	-1.1	2	1.6	2	0	-3	-5	-2	-6	2
Cc1cccc(CS(=O)(=O)Cc2ccc(C(=O)NC3CCCCCC3)o2)c1	-1.6	-15	2.3	-5	-1	4	0	1	-12	-5
CN(NC(=O)c1ccc(Cl)cc1Cl)C1=NS(=O)(=O)c2ccccc21	-0.1	-10	0.9	1	-4	/	-1	-6	4	/
O=C(NCc1ccccc1F)C(=O)NCC1CCCN1S(=O)(=O)c1ccccc1 (configuration not stated)	-2.1	4	0.5	14	-3	-4	-2	2	-1	13
O=C(NC1(C(F)(F)F)NC(=O)N(c2ccccc2)C1=O)c1cccs1 (configuration not stated)	0.5	-4	-7.0	-3	-2	/	0	16	-4	1
O=C(NCc1n[nH]c(=S)n1-c1ccccc1)c1cccs1	-0.5	-16	0.2	-1	3	4	3	-3	8	-3
COc1cccc(C(C(=O)NC2CCCC2)N(C(=O)c2ccco2)c2ccc(C(C)=O)cc2)c1OC (configuration not stated)	-4.8	-1	-0.4	0	-1	-1	0	-2	-16	9
S=C1NC(c2ccccc2)N2C(=S)NC(c3ccccc3)N12 (configuration not stated)	-0.9	4	1.6	2	-3	2	/	-1	0	/
Cc1cccn2c(=O)cc(COC(=O)C(C)Oc3ccccc3)nc12 (configuration not stated)	-2.8	-21	2.6	0	3	3	-3	-10	-8	/
O=C(Nc1ccc([N+](=O)[O-])cc1)Nc1ccc(Cl)cc1F	-1.5	/	0.9	-1	-1	0	0	-3	3	1
CCOc1ccc(CCNC(=O)COC(=O)Cc2c[nH]c3ccccc23)cc1OCC	0.3	3	2.1	-1	0	-2	2	7	-3	-12
Cc1cc(C)cc(NC(=S)N2CCC(N(C)CC3CCCO3)CC2)c1 (configuration not stated)	-3.2	2	0.5	-4	4	-2	-2	-4	-4	7
Cc1cc(C)nc(Nc2nc3ccccc3o2)n1	0.2	0	-0.4	0	2	-1	-4	-1	-3	20
CCC(CC)CN1CCN=C1N(C)C	0.3	2	-0.8	5	0	-2	-1	0	2	0
C(=N\Nc1ccccn1)/c1c[nH]c2ccccc12	0.4	-1	0.7	0	1	/	-2	1	0	/
CCCN1C(=O)C2(/C(=C(\O)c3ccc4c(c3)OCCO4)C(=O)C(=O)N2CCCOC)c2ccccc21 (configuration not stated)	/	-8	0.0	5	-5	0	1	1	-4	1
Cc1c(NS(=O)(=O)c2ccc(C(=O)N(C)Cc3cccc(Cl)c3Cl)cc2)c(=O)n(-c2ccccc2)n1C	-1.0	19	-0.7	-1	-5	/	-2	4	-11	-11
COc1ccc(Nc2nc(=O)[nH]nc2C)cc1	-2.0	/	0.7	-1	0	-2	/	4	-6	-4
CC12CN3CC(C)(CN(C1)C3c1ccc(Br)cc1)C2 (configuration not stated)	-0.6	3	-0.1	-4	0	/	/	4	3	6
C/C=C/c1ccc(OCC(O)CN2CCCCC2CC)c(OC)c1 (configuration not stated)	0.1	-4	0.4	2	-2	-3	-2	1	1	-7

# (continued)
structure	CAL PDZ FP-1	Rtt109 HAT inh	CDK5 inh	cardiac RTF act	V-ATPase pH	CAL PDZ FP-2	Wnt act	Tat export inh	dFosB act	MITF act
COc1ccnc(Oc2ccccc2)c1C(N)=O	-2.9	-2	0.7	9	2	0	-7	3	-2	5
CC(C)OC(=O)CSc1nnc(-c2ccc(O)cc2)n1Cc1ccccc1	-0.7	6	-0.1	7	-2	-8	/	0	-2	/
COc1ccc(N(CC(=O)N2CCN(Cc3ccc4c(c3)OCO4)CC2)S(=O)(=O)c2ccc(F)cc2)cc1	0.4	16	-0.6	-7	1	-3	-1	-6	-6	1
O=C(Cc1cccs1)Nc1ccc(F)cc1	-1.4	-2	1.1	4	-1	-3	1	-6	-4	0
CCN(C(=O)COc1ccc(C)nc1[N+](=O)[O-])C1CCS(=O)(=O)C1 (configuration not stated)	-0.7	2	-0.1	5	1	-2	/	-2	2	11
Cc1ccc(NC(=O)COC(=O)/C=C/c2ccc(Br)o2)cc1S(=O)(=O)N(C)C	-2.7	7	-1.4	1	-4	0	0	0	-17	1
O=C(CSc1nc2c(c(=O)[nH]1)CCC2)Nc1cccc(F)c1	-2.2	-2	-2.8	-1	3	0	0	0	4	0
NS(=O)(=O)c1ccc(NC(=O)c2c(F)cccc2Cl)cc1	-0.4	0	-0.2	15	1	23	-1	-1	-7	9
COC(=O)c1ccc(NC(=S)Nc2ccc3ccccc3c2)cc1	-1.2	-4	2.2	14	/	-2	/	0	1	1
Cc1nn(CC(=O)Nc2ccc(N3CCOCC3)cc2)c(C)c1Br	0.1	?	0.0	-1	-7	-2	-2	16	-4	24
Cn1cccc1C(=O)NNC(=O)COc1ccccc1Cl	0.4	-12	0.1	1	2	23	?	2	-1	43
Cc1ccc(OCC(=O)Nc2ccc(NC(=O)c3cccs3)cc2)c(C)c1	-2.8	-7	-2.8	-3	2	-2	-2	-3	-11	-24
CCC(C)[C@H](NC(=O)N1CCN(c2cccc(C(F)(F)F)c2)CC1)C(=O)OC (some centres not stated)	0.7	-3	-2.2	-7	1	-7	-2	-3	-3	19
CCN(CC)S(=O)(=O)c1ccc(OC)c(NC(=O)CSc2ccccc2)c1	-0.9	14	1.0	-6	0	-3	-8	2	-1	0
COc1ccccc1C(=O)NCCC(=O)Nc1nc2ccccc2[nH]1	-2.9	14	-0.3	-4	-2	-3	1	4	-9	-12
CCC(C(=O)O/N=C(\N)c1cccc(C)c1)c1ccccc1 (configuration not stated)	-1.3	17	-0.7	-5	0	2	6	-7	1	34
O=C(COc1ccc(Cl)cc1)Nc1ccc(Cc2ccncc2)cc1	-2.2	-3	-1.1	-12	-2	1	/	-9	-11	-2
COc1cccc(CNC(=O)c2ccc3c(c2)S(=O)(=O)N=C2CCCCCN23)c1	-2.3	-4	-2.3	1	2	-3	4	-2	-7	9
O=C(Nc1nc2ccccc2[nH]1)C1CCN(C(=O)c2ccc(F)cc2)CC1	-1.0	23	1.3	-6	-4	-1	1	5	-12	2
CCN(C(=O)COC(=O)c1c(C)nsc1NC)c1ccccc1	-2.9	14	-7.3	7	0	-3	4	9	-6	5
Cc1cccc(NC(=O)CCCN2C(=O)c3ccccc3C2=O)n1	-2.0	/	1.5	4	1	0	/	-3	0	/
CCOc1ccc(OCC)c(NC(=O)C2CCN(S(=O)(=O)c3c(C)[nH]c(=O)[nH]c3=O)CC2)c1	/	-2	-3.1	5	0	-5	1	-11	4	-14
N/C(Cc1cccc2ccccc12)=N\OC(=O)c1cccs1	-2.6	-1	0.4	1	1	-1	/	0	-6	-4
CSc1nc2c(c(=O)[nH]1)C(c1ccccc1Cl)CC(=O)N2 (configuration not stated)	-2.1	-4	0.0	-4	-2	-2	-2	11	11	1
Fc1ccc(/C=N/n2c(COc3ccccc3)n[nH]c2=S)cc1	-0.5	-5	1.3	3	0	-1	0	7	-21	-15
CCN(Cc1ccccc1)C(c1ccc(C)cc1)c1nnnn1C(C)(C)C (configuration not stated)	0.3	-2	1.4	0	-2	-6	/	1	9	-3
O=C(CN(c1ccc(Cl)cc1)S(=O)(=O)c1ccc(Cl)c([N+](=O)[O-])c1)NCCc1ccccc1	-0.8	-14	-1.1	-4	3	-3	-2	-1	9	-52
COC(=O)[C@H](Cc1ccccc1)NC(=O)[C@@]1(C)C[C@@H]1[C@@H](NC(=O)OCc1ccccc1)c1ccccc1	-0.9	10	-1.1	-8	-1	1	-3	21	-2	4
Cc1ccccc1NS(=O)(=O)c1ccc(C)c(C(N)=O)c1	18	3	-0.9	-2	4	-2	-2	-5	-3	/
Cc1c(Cl)cccc1NC(=O)C1=COCCO1	-3.0	-5	-1.2	5	5	-1	-1	9	-1	20
O=S(=O)(NCC(c1cccnc1)N1CCc2ccccc2C1)c1ccccc1 (configuration not stated)	-1.2	0	-0.4	3	-2	2	0	-4	-7	-6
CCOc1ccc(CNC(=O)CCCn2ccc3cc(S(=O)(=O)N4CCCC4)ccc32)cc1	-2.9	-6	1.4	0	5	-5	-3	13	1	-2

# Screening results deposited in PubChem BioAssay by several laboratories.

# Compounds were not picked by outcome. Share with any hit: about 4.1%.
